NCOA2 inhibitor = human SRC2 (NCOA2) inhibition; 370,000 tested, 0.17% active; inhibition, % at 9 µM; HEK293 GAL4-SRC2 luciferase reporter, luminescence;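 active = inhibition above the mean inhibition of all tested compounds plus 3 SD, set per campaign, cut at about 52% in these data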;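 note: 0% = DMSO treated cells and 100% = cells given Gossypol at 36 µM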
C8 TRAIL sens = caspase-8 TRAIL sensitization | NB7+C8 cells + TRAIL, ATPlite viability luminescence | AID 624354 | 360,000 tested, 1% active | inhibition (viability loss, TRAIL sensitization), % at 10 µM;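 active = compounds causing at least 50% loss of cell viability in the single-dose screen, relative to plate controls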
Vif imaging = blocks HIV Vif function. 340,000 tested, 0.35% active. HEK293T cells, Vif self-association by quenched fluorescence, imaging, 24 h. inhibition, % at 7.49 µM; in the data active = inhibition above about 50%, passing the limit was not always enough; note: some results filed as inactive read as strong as hits
TLR9-MyD88 inh = TLR9-MyD88 interaction inhibition; AID 504734; inhibition, % at 4.98 µM; Q9NR96+Q99836; 340,000 tested, 0.21% active; CHO BLA complementation TLR9-MyD88, CCF4 FRET ratio;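 active = inhibition above the mean over all tested compounds plus 3 SD, cut at about 21% in these data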;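 note: 0% = DMSO only wells and 100% = clavulanate BLA inhibitor control wells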
SRC3 inh = human NCOA3 inhibition. Q9Y6Q9. HEK293 GAL4-SRC3 luciferase reporter, luminescence. inhibition, % at 3.6 µM. 360,000 tested, 0.17% active. AID 588352;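 active = inhibition above a per-campaign cutoff, the mean of all compounds plus 3 SD, cut at about 60% in these data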;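 note: 0% = DMSO-treated cells and 100% = gossypol-treated cells at 36 µM; higher means less SRC3-driven luciferase light from the GAL4 reporter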
Target sequence (Q9Y6Q9 whole entry, looked up, the tested form may be a part): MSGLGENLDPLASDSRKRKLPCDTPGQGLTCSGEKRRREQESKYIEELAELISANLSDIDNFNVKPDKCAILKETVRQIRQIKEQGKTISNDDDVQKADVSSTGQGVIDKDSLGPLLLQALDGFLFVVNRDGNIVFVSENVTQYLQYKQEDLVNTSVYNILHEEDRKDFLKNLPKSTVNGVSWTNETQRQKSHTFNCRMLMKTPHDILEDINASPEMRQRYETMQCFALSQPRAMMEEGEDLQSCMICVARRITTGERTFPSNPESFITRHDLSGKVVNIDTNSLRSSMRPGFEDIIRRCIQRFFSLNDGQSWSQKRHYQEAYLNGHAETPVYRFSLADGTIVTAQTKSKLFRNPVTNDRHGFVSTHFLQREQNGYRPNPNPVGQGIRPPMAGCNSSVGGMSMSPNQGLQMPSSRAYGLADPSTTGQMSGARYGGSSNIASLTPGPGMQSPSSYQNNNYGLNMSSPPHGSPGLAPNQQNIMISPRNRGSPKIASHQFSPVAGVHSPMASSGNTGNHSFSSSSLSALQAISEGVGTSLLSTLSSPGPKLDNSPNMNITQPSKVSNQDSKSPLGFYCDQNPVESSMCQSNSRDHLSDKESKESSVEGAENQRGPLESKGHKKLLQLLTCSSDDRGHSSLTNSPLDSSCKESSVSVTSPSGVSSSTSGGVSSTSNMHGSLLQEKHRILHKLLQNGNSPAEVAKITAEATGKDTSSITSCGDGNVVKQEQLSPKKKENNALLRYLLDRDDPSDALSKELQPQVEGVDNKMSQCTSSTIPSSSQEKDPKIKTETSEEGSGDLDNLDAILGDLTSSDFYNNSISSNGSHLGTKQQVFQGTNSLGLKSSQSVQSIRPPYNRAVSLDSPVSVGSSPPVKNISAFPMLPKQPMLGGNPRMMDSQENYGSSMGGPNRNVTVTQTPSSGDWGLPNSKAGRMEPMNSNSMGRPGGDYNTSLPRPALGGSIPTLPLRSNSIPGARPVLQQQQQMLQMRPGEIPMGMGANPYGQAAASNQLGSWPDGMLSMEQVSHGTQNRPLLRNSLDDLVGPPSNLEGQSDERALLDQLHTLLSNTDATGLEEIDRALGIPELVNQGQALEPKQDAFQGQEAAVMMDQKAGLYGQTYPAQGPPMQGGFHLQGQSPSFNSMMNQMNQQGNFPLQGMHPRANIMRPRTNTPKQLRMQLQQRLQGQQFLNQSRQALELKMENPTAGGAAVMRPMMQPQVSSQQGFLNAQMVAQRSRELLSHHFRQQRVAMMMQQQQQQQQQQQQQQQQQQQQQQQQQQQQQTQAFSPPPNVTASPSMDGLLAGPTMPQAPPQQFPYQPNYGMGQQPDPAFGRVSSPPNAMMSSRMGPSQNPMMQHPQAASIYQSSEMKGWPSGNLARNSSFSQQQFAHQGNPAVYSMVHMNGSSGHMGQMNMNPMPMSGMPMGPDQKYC
SRC1 inh = inhibitors of human steroid receptor coactivator 1 (SRC1); HEK293 GAL4-SRC1 luciferase reporter, luminescence; inhibition, % at 3.6 µM; 360,000 tested, 0.12% active;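 active = inhibition above the campaign mean plus 3 SD, with each screening campaign given its own cutoff, cut at about 60% in these data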;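 note: 0% = DMSO treated cells and 100% = gossypol at 36 µM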
TROY NFkB inh = TROY signaling inhibition; inhibition, % at 10 µM; AID 1347056; Q293 LMP1-TROYcd NF-kB luciferase reporter, 4 h; 360,000 tested, 0.98% active;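 active = compounds whose plate-normalised and pattern-corrected inhibition of the luciferase reporter signal at the single screening dose is 50% or more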
NOD2-RIPK2 inh = inhibitors of human NOD2-RIPK2 interaction; O43353; CHO BLA complementation NOD2-RIPK2, CCF4 ratio; inhibition, % at 4.98 µM; 360,000 tested, 0.38% active; AID 624267; in the data active = inhibition above about 21%;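 note: 0% = vehicle only and 100% = reference blocker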
NR2F2 inh = blocks human COUP-TFII nuclear receptor; 370,000 tested, 0.7% active; AID 686940; inhibition, % at 8.6 µM; P24468; HEK293T NGFI-A luciferase reporter, luminescence;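 active = inhibition above a per-plate cutoff, mean inhibition of test wells between control levels plus 3 SD, cut at about 38% in these data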;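 note: cells cotransfected with COUP-TFII expression vector driving the NGFI-A reporter; 0% = median of COUP-TF2 test wells and 100% = reporter-only cells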
LRH-1 inv ag = suppresses constitutive activity of human LRH-1 | 360,000 tested, 0.13% active | O00482 | HEK293T StAR-luciferase reporter, LRH-1 transfected, 24 h | inhibition, % at 3.6 µM | AID 602396;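 active = inhibition above the mean inhibition of all tested compounds plus 3 SD, cut at about 73% in these data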;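 note: 0% = DMSO wells and 100% = reporter-only cells lacking LRH-1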
EBV LMP1 NFkB = Epstein-Barr LMP1 NF-kappaB reporter inhibition. LMP1-induced NF-kappaB luciferase reporter cells, luminescence. inhibition, % at 12.5 µM. 350,000 tested, 0.69% active. AID 504558; in the data active = inhibition above about 41%;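 note: 0% = neutral control wells and 100% = reference inhibitor control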
An asterisk follows results filed as active; / = not tested or not shown. Some of the compounds tested; count on the stated rates, not on these rows.

SMILES	NCOA2 inhibitor	C8 TRAIL sens	Vif imaging	TLR9-MyD88 inh	SRC3 inh	SRC1 inh	TROY NFkB inh	NOD2-RIPK2 inh	NR2F2 inh	LRH-1 inv ag	EBV LMP1 NFkB
COCCn1c(SCc2csc(-c3ccccc3)n2)nc2ccccc21	-12.1	1.5	-4.1	-12.0	9.9	10.2	-8.2	-4.0	-5.4	-6.7	4.9
O=C(Nc1cccc(C(F)(F)F)c1)c1cccc(NS(=O)(=O)c2ccc(Br)c(C(=O)O)c2)c1	-44.3	13.0	-5.3	-4.5	0.7	-21.4	-7.3	8.9	3.7	-38.0	-1.8
Cc1cccc(N(Cc2cc3ccc(C)cc3[nH]c2=O)C(=O)c2ccco2)c1	-25.9	5.4	0.2	-7.0	-1.2	-4.5	1.7	-5.8	9.4	15.7	0.7
CCOc1ccc(CNC(=O)CCc2cn(C)c3ccccc23)cc1OC	24.4	-58.0	-5.0	8.9	0.3	-23.4	-4.4	36.8*	7.3	-0.2	5.1
CCN(CC)C(=O)COc1ccc(-c2ccccc2)cc1	-91.8	1.8	2.0	3.3	-57.6	-58.7	-79.1	3.5	-8.3	-92.6	-3.6
CC(O)CNc1nc2c(c(=O)n(Cc3ccc(Cl)c(Cl)c3)c(=O)n2C)n1C (centres undefined)	-10.4	-4.9	-4.6	-9.4	11.7	11.7	-12.6	-4.7	-24.0	-6.8	-7.3
CC(=O)c1ccc(O)c(CSc2nncn2C)c1	-0.8	24.0	9.9	-11.3	8.3	-13.0	5.8	-16.2	-4.5	7.5	-3.9
CCc1ccc(N2C(=O)c3ccc4c5c(ccc(c35)C2=O)CC4)cc1	-0.3	-4.9	-7.8	-0.5	-3.8	-13.8	-14.9	-2.2	0.3	-29.6	10.0
Cn1c(N)c(C(=O)CSc2ccc3c(c2)OCCO3)c(=O)n(C)c1=O	-22.1	-4.0	4.1	0.4	-9.4	-8.4	-2.0	4.4	-0.3	-24.1	6.2
O=C(NCCNC(=O)c1ccco1)c1ccc(F)cc1	-24.1	7.3	-10.5	-4.5	10.3	-22.4	21.9	-2.3	-28.3	4.2	-2.1
CC(=O)Nc1ccc(-c2csc(NC(=O)CC(NC(C)=O)c3ccccc3)n2)cc1 (centres undefined)	6.3	13.0	5.7	-8.1	-1.5	-19.4	-3.9	-12.9	-7.0	20.0	-1.1
COc1ccc(C(=O)N/C(=C\c2ccc(Cl)cc2)C(=O)NCCN2CCOCC2)cc1	-27.1	-13.9	1.5	-12.2	-15.8	-17.1	-10.5	-3.0	-5.1	-2.7	4.2

Some entries already given, showing only C8 TRAIL sens, Vif imaging and TROY NFkB inh:
SMILES	C8 TRAIL sens	Vif imaging	TROY NFkB inh
CCN(CC)C(=O)COc1ccc(-c2ccccc2)cc1	1.8	2.0	-79.1
CC(O)CNc1nc2c(c(=O)n(Cc3ccc(Cl)c(Cl)c3)c(=O)n2C)n1C (centres undefined)	-4.9	-4.6	-12.6
Cn1c(N)c(C(=O)CSc2ccc3c(c2)OCCO3)c(=O)n(C)c1=O	-4.0	4.1	-2.0
O=C(NCCNC(=O)c1ccco1)c1ccc(F)cc1	7.3	-10.5	21.9

(listing goes on)
SMILES	NCOA2 inhibitor	C8 TRAIL sens	Vif imaging	TLR9-MyD88 inh	SRC3 inh	SRC1 inh	TROY NFkB inh	NOD2-RIPK2 inh	NR2F2 inh	LRH-1 inv ag	EBV LMP1 NFkB
CCN(CC)c1ncnc2c1cnn2Cc1ccc(C)cc1	-31.6	1.6	-12.1	-6.0	-18.0	-17.0	-0.4	-2.6	-34.2	3.7	3.3
O=C(NN1C(=O)c2ccccc2NC1c1ccoc1)c1ccccc1 (centres undefined)	-9.9	-3.5	16.0	-2.2	-6.7	-24.2	10.2	-8.7	-16.9	-13.9	16.1
Cc1cc(C)nc(NS(=O)(=O)c2ccc(NC(=S)NC(=O)c3cccnc3)cc2)n1	1.2	2.6	-3.1	3.5	-3.1	11.8	9.7	3.5	-12.4	-6.4	7.6
CCCC(=O)N(Cc1cc2cccc(C)c2[nH]c1=O)c1ccccc1OC	10.0	-6.5	4.6	0.6	15.1	-9.8	-3.9	-10.7	14.0	-1.0	-32.3
O=C(Nc1ccccc1)OCCNC(=O)c1ccccc1	-9.7	-3.0	-5.9	-2.1	0.9	-2.9	-7.5	-4.1	1.8	-1.6	1.6
C=C(C)C1CC=C(C)/C(=N/NC(=O)COc2cccc(C)c2)C1 (centres undefined)	-7.0	1.3	-5.1	0.4	14.0	18.0	0.9	1.2	5.2	6.5	-3.6
COc1ccc(-n2nc3c(c2NC(=O)C(C)Oc2ccccc2)CS(=O)C3)cc1 (centres undefined)	-20.1	-7.3	-11.6	-2.7	-33.2	-8.1	-11.5	-4.6	12.5	-19.5	3.0
CNc1ccc(SC#N)cc1	-20.6	4.9	-0.6	-4.0	8.1	-34.5	2.3	-14.7	9.4	21.0	-2.4
CCCCNC(=O)c1nn2c(C(F)(F)F)cc(-c3ccc(OC)cc3)nc2c1Br	-8.5	7.4	16.3	-7.9	5.8	-3.1	-14.4	8.9	-34.3	6.1	-14.6
N#Cc1c(N)sc(=S)c2c1CCCC2	-9.5	-17.1	-7.7	2.6	-2.6	-6.5	7.9	0.4	2.1	-14.3	-4.0
CC(CCc1ccccc1)NC(=O)CCC(=O)N1CCC(C(N)=O)CC1 (centres undefined)	-10.6	-17.1	-5.9	0.7	-4.3	-2.5	9.3	-5.5	0.8	1.6	-1.8
COc1ccc(C2/C(=C(/O)c3ccccc3)C(=O)C(=O)N2CCO)cc1 (centres undefined)	-8.8	4.7	-16.1	3.6	2.0	-12.0	-51.9	-2.3	-2.0	10.7	-1.9

Two entries picked at random from the list so far:
SMILES	NCOA2 inhibitor	C8 TRAIL sens	Vif imaging	TLR9-MyD88 inh	SRC3 inh	SRC1 inh	TROY NFkB inh	NOD2-RIPK2 inh	NR2F2 inh	LRH-1 inv ag	EBV LMP1 NFkB
C=C(C)C1CC=C(C)/C(=N/NC(=O)COc2cccc(C)c2)C1 (centres undefined)	-7.0	1.3	-5.1	0.4	14.0	18.0	0.9	1.2	5.2	6.5	-3.6
O=C(Nc1ccccc1)OCCNC(=O)c1ccccc1	-9.7	-3.0	-5.9	-2.1	0.9	-2.9	-7.5	-4.1	1.8	-1.6	1.6

Going on with the list:
SMILES	NCOA2 inhibitor	C8 TRAIL sens	Vif imaging	TLR9-MyD88 inh	SRC3 inh	SRC1 inh	TROY NFkB inh	NOD2-RIPK2 inh	NR2F2 inh	LRH-1 inv ag	EBV LMP1 NFkB
CCOc1ccccc1NC(=O)Cn1cnc2c(nnn2-c2cccc(OC)c2)c1=O	-16.5	10.2	-1.6	2.3	-20.9	-5.5	12.9	1.8	29.7	19.6	9.1
O=C1C(Cc2ccc(Br)cc2)SC(=Nc2ccccc2)N1c1ccccc1 (centres undefined)	13.1	11.7	-3.8	-1.2	11.1	-31.6	-4.0	-5.8	13.9	4.7	1.7
CCOC(=O)C1=C(CSc2nc3ccccc3s2)NC(=O)NC1c1ccc(OC)cc1 (centres undefined)	3.6	2.2	-14.8	-0.2	21.9	10.8	16.2	-1.1	19.0	19.6	30.5
COC(=O)c1ccccc1NC(=O)C1CCN(C(=O)c2cc(OC)cc(OC)c2)CC1	-14.1	-2.6	1.4	7.0	9.6	4.9	15.1	5.0	-4.4	-11.4	-32.4
CCCCC(=O)N1CC2(C)CN(C(=O)CCCC)CC(C)(C1)C2=O	0.2	2.0	-28.7	0.2	7.1	-1.6	13.7	-10.2	1.7	8.7	-2.1
O=S(=O)(c1ccc2nc(-c3ccccc3)[nH]c2c1)N1CCN(c2ccc(Cl)cc2)CC1	4.4	14.4	2.1	6.7	11.2	2.5	46.2	-13.6	19.8	9.7	-14.9
Nc1c(-c2ccsc2)cnc2ncnn12	-22.7	-2.1	0.3	2.9	1.2	-1.7	4.8	-5.2	-2.7	12.3	4.8
C[C@@H]1CN([C@H](C)CO)C(=O)CCCn2nncc2CO[C@H]1CN(C)Cc1ccc(C(F)(F)F)cc1	21.5	-2.6	/	-3.6	-3.7	-13.3	3.4	1.7	0.7	-10.5	4.2
O=C(O)CCC(=O)NCc1ccc(F)cc1	-6.3	-3.1	-2.7	-1.1	0.7	3.4	15.2	-6.7	4.3	14.8	-7.3
C=CCn1c(SCC(=O)O)nnc1-c1ccccc1	10.3	-7.6	-23.3	-4.3	7.1	13.0	5.8	-4.0	2.7	0.4	9.8
CCS(=O)(=O)Nc1c(C(=O)O)[nH]c2ccccc12	-30.3	-0.7	-0.9	-0.7	-4.2	-11.8	-15.3	-5.2	-17.5	1.4	-2.1
Nc1sc(Cc2ccccc2)cc1C(=O)c1c(-c2ccccc2)[nH]c2ccccc12	-7.6	-3.7	/	/	/	/	/	-0.6	-1.0	27.0	/
c1ccc(CNn2nnnc2-c2ccccc2)cc1	-28.0	4.1	-6.5	7.4	8.1	4.0	-4.3	0.9	-5.8	1.5	13.3
CC1(C)CC(NC(=O)N2c3ccccc3Sc3ccccc32)CC(C)(C)N1	1.8	5.9	-1.7	3.1	10.9	-1.2	-1.4	1.9	-1.7	-22.5	1.6
Cc1cccc(NS(=O)(=O)c2ccc(C)c(C(=O)NCC(c3ccco3)N3CCCCC3)c2)c1 (centres undefined)	1.4	-6.3	6.2	-0.3	10.8	17.5	5.8	-1.4	13.9	-18.9	2.5
COc1ccc(-c2oc(=O)n(C)c2-c2ccc(OC)cc2)cc1	-27.2	3.5	-10.3	2.9	-10.7	-2.9	-22.2	0.7	-59.0	24.5	4.5
CCc1nc(NCCO)c(C#N)c2c1CCCC2	4.2	-7.5	15.5	3.4	18.3	17.4	25.0	14.2	20.7	-3.0	3.5
CCN(CC)C(=O)CSc1nc2ncc(Cl)cc2[nH]1	10.6	-1.0	13.0	4.0	-4.6	2.6	-21.2	-16.9	-1.8	-3.5	3.4
Cc1cc(Cl)cc(C)c1OCCn1ccnc1	-4.2	-6.2	1.8	1.8	-78.5	-29.1	5.7	-5.9	18.4	-21.4	-29.4
CCOC(=O)C1CCCN(C(=O)c2ccccc2[N+](=O)[O-])C1 (centres undefined)	12.3	-5.2	-14.2	6.7	-0.7	-4.2	-19.6	-0.8	10.4	1.9	-0.8
Oc1ccc(Cl)cc1C1=NNC(c2ccc(Cl)cc2)C1 (centres undefined)	-45.5	22.6	-7.9	-3.5	-60.8	-60.6	-46.5	-2.2	-6.2	-38.4	-8.4
O=S(=O)(Nc1cccnc1)c1ccc(Cl)c(C(F)(F)F)c1	20.1	3.8	-3.6	-1.0	-8.8	-10.6	9.0	-3.2	13.2	-3.8	-0.9
Cn1cccc1/C=C1\SC(=O)N(c2ccc(O)cc2)C1=O	-40.3	16.3	-1.8	-6.8	-31.0	-68.9	-56.8	7.0	-38.9	-51.4	1.4

Copied from the list:
Cn1cccc1/C=C1\SC(=O)N(c2ccc(O)cc2)C1=O in NCOA2 inhibitor reads -40.3
CCN(CC)C(=O)CSc1nc2ncc(Cl)cc2[nH]1 in LRH-1 inv ag reads -3.5

Screening data deposited in PubChem BioAssay by several laboratories.
